NADH enzymes: inhibitors of PK/LDH coupling enzymes, profiling panel, artefact control, biochemical, MLSMR library | coupled PK/LDH NADH assays, four targets | IC50, µM (highest dose often 10 µM), inactives show top-dose inhibition | 0.02% of 65,000 active | AID 774, 2007;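 active = single-dose screening hits from any of four coupled enzyme assays that gave an IC50 when retested across doses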;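 note: the DPM-DC format reads NADH fluorescence rather than 340 nm absorbance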
tolC growth inh: growth inhibitors of E. coli tolC mutant, primary screen, strain BW25113 ΔtolC::kan, 384-well; 2.2% of 65,000 active; growth inhibition, % at 10 µM (by protocol); OD615;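 active = growth inhibition at or above a cutoff equal to the mean over every tested compound plus 3 SD, cut at about 60% in these data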;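 note: growth measured after 20 h incubation at 37 °C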
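Material: E. coli BW25113 ΔtolC::kan, tolC deletion mutant strain. Measure: percent growth inhibition. Schedule: 37 °C, 20 h exposure. Doses: single-point testing at 10 µM. Signal: A615 absorbance measurement. Buffer or medium: kanamycin-containing LB broth (50 µg/mL).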
Autofluor 339: intrinsic fluorescence of library compounds, ex339/em460 – biochemical, MLSMR library, data from DPM-DC assay, artefact control, profiling panel; 5.5% of 65,000 active; fluorescence fold increase at 10 µM; compound autofluorescence, ex339/em460 nm, NADH buffer; hits give high values; 1 = no-compound wells, NADH background; AID 709, 2007;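 active = at 10 µM, mean starting fluorescence two-fold or more over control wells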;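 note: signal is the first read of a kinetic run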
M1 agonist: M1 muscarinic receptor agonists, primary screen, CHO-M1 cells, Fluo-4 calcium, agonist mode. 3% of 64,000 active. Fluo-4 calcium fluorescence; hits give high values. B-score at 10 µM. AID 626, 2007. Muscarinic acetylcholine receptor M1;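 active = fluorescence rise, raw or as B-score row- and column-corrected plate score, outside the 99.7% band of its plate's samples, either direction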
Ec RNAP inh: E. coli RNAP inhibitors, biochemical | DNA-directed RNA polymerase subunit beta (Escherichia coli (strain K12)), P0A8V2 | E. coli RNA polymerase, fluorescence transcription assay | inhibition, %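 (tested at 10 µM)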 | 0.2% of 62,000 active | AID 559, 2006; in the data active = inhibition above about 20%;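 note: 0% = enzyme without compound and 100% = no enzyme blank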
SF1 activator: activators of human SF-1, primary screen, cell-based, CHO-K1, Gal4-SF-1 LBD, luciferase luminescence; 1.9% of 65,000 active; CHO-K1 Gal4-SF-1 LBD luciferase reporter; % increase over DMSO SF-1-specific signal; activation, % at 10 µM;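 active = activation above the mean activation of all tested compounds plus 3 SD, cut at about 50% in these data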
Target sequence (Q13285 whole entry, looked up, the tested form may be a part): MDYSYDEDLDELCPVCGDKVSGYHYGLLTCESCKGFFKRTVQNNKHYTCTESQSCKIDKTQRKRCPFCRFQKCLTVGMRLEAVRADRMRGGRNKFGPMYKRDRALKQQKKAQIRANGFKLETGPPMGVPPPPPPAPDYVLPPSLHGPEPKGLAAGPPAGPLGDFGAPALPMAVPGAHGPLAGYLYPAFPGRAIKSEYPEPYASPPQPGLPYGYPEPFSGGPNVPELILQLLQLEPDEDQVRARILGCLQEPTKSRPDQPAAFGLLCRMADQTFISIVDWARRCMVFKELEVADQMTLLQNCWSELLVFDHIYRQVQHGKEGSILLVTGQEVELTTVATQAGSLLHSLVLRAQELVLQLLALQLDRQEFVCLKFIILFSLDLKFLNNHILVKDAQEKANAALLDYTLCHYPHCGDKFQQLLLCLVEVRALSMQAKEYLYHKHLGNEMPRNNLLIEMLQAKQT
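Compound – one dose, 10 µM compound, 1% DMSO · Test system – transient Gal4-SF-1 LBD reporter, CHO-K1 · Input – 4,000 cells in each well · Read-out basis – percent activation relative to DMSO median and mock-transfected background · Replicates – single measurement per compound · Technique – steady-glow luciferase luminescence, read after 15 min reagent incubation · Timing – 20 h compound treatment, 37 °C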
M1 antagonist: antagonists of rat M1 muscarinic receptor; CHO-M1 cells, Fluo-4 calcium, ACh EC80 antagonist mode; hits give low values; B-score at 10 µM; 3.4% of 64,000 active; AID 628, 2007;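 active = calcium fluorescence response, raw or row-and-column corrected B-score, differing from the plate sample mean either way at a set confidence level, mostly lower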
Target sequence (P08482 whole entry, looked up): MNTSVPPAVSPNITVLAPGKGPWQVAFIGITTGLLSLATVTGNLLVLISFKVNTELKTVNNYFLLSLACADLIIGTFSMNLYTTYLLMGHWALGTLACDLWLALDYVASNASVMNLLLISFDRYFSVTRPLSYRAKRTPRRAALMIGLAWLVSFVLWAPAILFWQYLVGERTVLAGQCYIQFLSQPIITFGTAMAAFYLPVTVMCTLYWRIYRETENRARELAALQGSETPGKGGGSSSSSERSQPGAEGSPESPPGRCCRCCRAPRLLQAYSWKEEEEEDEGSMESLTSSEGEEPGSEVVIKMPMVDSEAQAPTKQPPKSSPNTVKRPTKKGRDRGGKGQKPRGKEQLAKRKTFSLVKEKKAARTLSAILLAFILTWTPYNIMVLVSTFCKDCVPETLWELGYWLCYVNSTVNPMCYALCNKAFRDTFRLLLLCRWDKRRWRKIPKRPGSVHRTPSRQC
RORA act: activators of orphan receptor RORA, primary screen, cell-based, luminescence. Nuclear receptor ROR-alpha (Homo sapiens), P35398. CHO-K1 Gal4-RORA LBD luciferase reporter; percent increase over mock-subtracted basal signal. activation, % at 10 µM. 1.5% of 65,000 active. AID 560, 2006;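 active = activation above the mean of all tested compounds plus 3 SD, cut at about 49% in these data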;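 note: 0% = DMSO-treated RORA cells and 100% = added signal equal to DMSO minus mock-transfected cells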
TNAP act DEA: human TNAP enzyme activators, primary screen, biochemical, luminescent, intermediate phosphate acceptor level. activation factor at 20 µM. purified TNAP, CDP-star luminescence, 100 mM DEA, 30 min; hits give high values; scale: 0 levamisole-inhibited, 1 vehicle-only enzyme. 64,000 tested, under 10 active;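 active = activation factor of at least 2 at 20 µM, relative to controls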
* = called active by the depositor; x = not tested or not shown; [ ] = dose if it differs, or a comment.

1	COc1cc(OC)c2c(c1)OC(c1ccc(OC)c(OC)c1)C(O)C2=O (stereo not drawn)
2	CCOC(=O)N1CCC(N2C(=O)c3ccc(C(=O)NC4CCCCCC4)cc3C2=O)CC1
3	COCCOC(=O)C1=C(C)Nc2nc(C)nn2C1c1ccc(F)cc1 (stereo not drawn)
4	COc1ccc(-c2onc(C)c2-c2ccc(C(=O)OC(C)C)o2)c(O)c1
5	CCC(C(=O)NCc1ccco1)N(C(=O)CNS(=O)(=O)c1ccc(C)cc1)c1ccccc1OC (stereo not drawn)
6	COc1ccccc1NC(=O)N1CCN(c2ccccc2F)CC1
7	COc1cc(CNC2CCCCCC2)cc(OC)c1OC
8	COc1cccc(C(=O)c2sc(NC(C)C)nc2N)c1
assay / entry,1,2,3,4,5,6,7,8
tolC growth inh,-11.8,-3.9,16.0,100.0*,5.9,-1.0,-5.1,1.8
TNAP act DEA,0.9,1,1,0.9,0.9,0.9,0.9,0.9
NADH enzymes,1.0%,3.0%,0.0%,5.0%,3.0%,2.0%,12.0%,3.0%
Autofluor 339,1.08,1.09,1.15,1.18,1.1,1.01,1.15,0.99
SF1 activator,-9.4,9.7,-3.0,6.5,7.6,-10.8,-6.0,-35.8
RORA act,-4.8,-14.5,-3.0,-11.4,6.2,5.8,14.2,-57.4
M1 antagonist,-0.102,-0.979,-0.412,-0.532,-0.0562,0.084,0.582,0.939
Ec RNAP inh,5.0,6.3,x,8.7,10.0,4.2,-3.1,12.7
M1 agonist,-0.609,-0.0276,0.0943,0.0883,0.816,0.182,2.18,0.171

9	CC1CC(C)CN(C(=O)Cn2c(=O)n(CCCCC(=O)NCc3ccco3)c(=O)c3ccccc32)C1 (stereo not drawn)
10	CCOC(=O)c1c(C)nc(-c2ccccc2)nc1NC(C)=O
11	C=CCn1c(SCC(=O)Nc2nc3ccccc3s2)nnc1-c1ccccc1O
12	CCCC12CN3CC(CCC)(CN(C1)C3C(O)C(O)C(O)CO)C2=O (stereo not drawn)
13	O=C(CCCOc1ccccc1)NCC1CCCO1 (stereo not drawn)
14	Brc1ccc(-c2csc(/N=C/N3CCOCC3)n2)cc1
15	NC(=O)C1(N2CCCCC2)CCN(C(=O)NC2CCCCC2)CC1
16	O=C(NC1CCCCC1)C1CC(O)CN1C(=O)OCc1ccccc1 (stereo not drawn)
assay / entry,9,10,11,12,13,14,15,16
tolC growth inh,-7.3,-8.2,87.9*,-7.9,-10.9,19.6,-11.8,-12.0
TNAP act DEA,0.9,0.9,0.9,1,0.9,0.9,0.9,0.8
NADH enzymes,6.0%,6.0%,8.0%,5.0%,3.0%,2.0%,6.0%,4.0%
Autofluor 339,1.13,1.14,1.08,1.04,1.08,1.01,1.13,1.04
SF1 activator,1.3,26.2,5.6,0.0,4.3,26.8,-12.9,-11.5
RORA act,-29.7,24.6,2.0,-3.0,13.8,2.9,1.3,20.9
M1 antagonist,x,-0.0892,-0.382,-0.763,0.634,-0.468,0.0111,0.27
Ec RNAP inh,3.1,10.9,7.7,2.6,4.8,-2.5,3.6,7.7
M1 agonist,x,-0.238,2.67,-0.224,-0.506,0.312,0.551,0.366

17	O=C(NCc1ccco1)C1CCCN(S(=O)(=O)c2cccc3nsnc23)C1 (stereo not drawn)
18	CCNC(=O)c1cc2c(=O)n3cccc(C)c3nc2n1C
19	COc1ccc(C(CNC(=O)c2cc(=O)[nH]c3ccccc23)N2CCCC2)cc1 (stereo not drawn)
20	CCOC(=O)C1Cc2ccccc2C(=O)O1 (stereo not drawn)
21	CSc1nnc2c(n1)OC=Nc1ccccc1-2
22	COc1ccc(C2c3c(oc4ccc(F)cc4c3=O)C(=O)N2CCN2CCOCC2)cc1OC (stereo not drawn)
23	Cc1ccc2c(c1)c1c(n2CC2COC(C)(C)O2)C(=O)CCC1 (stereo not drawn)
24	O=c1c[n+]([O-])c2ccccc2n1OCc1ccccn1
assay / entry,17,18,19,20,21,22,23,24
tolC growth inh,-23.6,-16.6,-3.1,-10.9,-9.1,-6.4,14.6,-11.7
TNAP act DEA,0.9,1,0.9,1,0.9,1.1,1,0.9
NADH enzymes,5.0%,9.0%[fluoresces],5.0%,8.0%,8.0%,4.0%,5.0%[fluoresces],1.0%
Autofluor 339,1.07,4.98*,1.88,1.07,1.09,1.07,2.18*,1.18
SF1 activator,-3.0,-5.1,9.9,0.8,-8.1,-12.1,2.0,-1.4
RORA act,-21.0,-12.6,0.4,1.0,-19.7,-0.2,-15.1,8.2
M1 antagonist,-0.581,0.169,0.0716,0.105,0.179,0.0102,0.0442,0.602
Ec RNAP inh,1.6,-1.3,0.2,3.0,5.7,2.9,-0.8,-2.1
M1 agonist,-0.00768,-0.848,-0.157,0.034,0.515,-0.679,1.21,1.3

25	COC(=O)[C@H]1C2CCC(C(=O)OC)(CC2)[C@H]1C(=O)OC
26	CCC(=O)Nc1nc(C)cc(SCC(=O)OC)n1
27	CCN(CC)S(=O)(=O)c1ccc(NC(=O)c2cccc3c2C(=O)N(CCOC)C3)cc1
28	C/C(CC1(O)C(=O)N(Cc2ccccc2)c2ccccc21)=N\O (stereo not drawn)
29	CN1CCN(C2=C(Cl)C(=O)N(C3CCCCC3)C2=O)CC1
30	CCCS(=O)(=O)C(=C1Nc2ccccc2N1)S(=O)(=O)CCC
31	O=S(=O)(NCCCN1CCN(c2ccccc2F)CC1)c1cccc2cccnc12
32	COc1ccc(C2C(C(=O)Nc3cccnc3)=C(C)Nc3nc(-c4cccs4)nn32)cc1OC (stereo not drawn)
assay / entry,25,26,27,28,29,30,31,32
tolC growth inh,-20.6,-19.5,-19.5,1.6,-0.7,3.2,-8.8,-12.5
TNAP act DEA,1,0.9,0.9,0.9,0.9,0.9,1,0.8
NADH enzymes,2.0%,6.0%,9.0%,3.0%,6.0%,1.0%,1.0%,1.0%
Autofluor 339,1.08,1.04,1.29,1.04,1.11,1.09,1.02,1.08
SF1 activator,5.7,-2.1,-5.8,1.2,22.2,-7.0,5.1,7.1
RORA act,-5.5,5.1,-7.9,-20.2,-9.3,-5.5,3.9,-0.3
M1 antagonist,1.48,0.476,-0.73,-0.0178,1.48,0.0591,0.625,-0.205
Ec RNAP inh,6.0,9.1,10.2,x,-5.2,7.0,8.2,4.2
M1 agonist,-0.0394,0.707,-0.803,-0.532,-1.36,0.383,-1.47,-0.551

33	CN(c1ccccc1C(=O)O)S(C)(=O)=O
34	CNS(=O)(=O)c1ccc(NC(=O)C(CCSC)NC(N)=O)cc1 (stereo not drawn)
35	O=C(O)CC1(Cc2nc(-c3cccs3)no2)CCCC1
36	O=C(Cc1ccsc1-c1ccccc1)NO
37	CC(Oc1cc(C(F)(F)F)cc(C(F)(F)F)c1)C(=O)NC(N)=O (stereo not drawn)
38	O=C1C(c2ccc(F)cc2)N(Cc2ccc3c(c2)OCO3)C(=O)CN1C1CCCCC1 (stereo not drawn)
39	O=C(O)CSc1nnc(C2CC2)n1-c1ccccc1
40	CC(C)(C)SCCNC(=O)COc1ccccc1
assay / entry,33,34,35,36,37,38,39,40
tolC growth inh,-20.6,-16.5,12.9,17.7,10.3,14.5,-15.8,-9.9
TNAP act DEA,1,0.9,1,0.8,1,1,0.9,0.9
NADH enzymes,4.0%,6.0%,2.0%,2.0%,4.0%,7.0%,2.0%,9.0%
Autofluor 339,1.14,1.09,1.12,1.02,1.08,1.06,1.01,1
SF1 activator,5.9,5.4,19.9,-0.1,-14.7,-11.7,-3.6,-6.3
RORA act,-16.8,-12.5,-7.1,3.9,-8.3,1.5,-14.2,1.7
M1 antagonist,0.251,-0.615,0.00152,-0.0981,-0.134,0.014,0.501,0.331
Ec RNAP inh,-6.1,5.5,2.4,6.1,4.0,6.5,9.9,9.3
M1 agonist,0.0537,-0.562,-0.105,-0.257,0.339,0.142,-0.34,0.444

Sorted by formula weight (lowest first): 4 of the compounds above.
20	CCOC(=O)C1Cc2ccccc2C(=O)O1 (stereo not drawn)
25	COC(=O)[C@H]1C2CCC(C(=O)OC)(CC2)[C@H]1C(=O)OC
10	CCOC(=O)c1c(C)nc(-c2ccccc2)nc1NC(C)=O
9	CC1CC(C)CN(C(=O)Cn2c(=O)n(CCCCC(=O)NCc3ccco3)c(=O)c3ccccc32)C1 (stereo not drawn)
assay / entry,20,25,10,9
tolC growth inh,-10.9,-20.6,-8.2,-7.3
TNAP act DEA,1,1,0.9,0.9
NADH enzymes,8.0%,2.0%,6.0%,6.0%
Autofluor 339,1.07,1.08,1.14,1.13
SF1 activator,0.8,5.7,26.2,1.3
RORA act,1.0,-5.5,24.6,-29.7
M1 antagonist,0.105,1.48,-0.0892,x
Ec RNAP inh,3.0,6.0,10.9,3.1
M1 agonist,0.034,-0.0394,-0.238,x

Following part
41	C=CCNC(=O)C1CCN(S(C)(=O)=O)CC1
42	CCOC(=O)C(C)Sc1nc(-c2cccs2)ccc1C#N (stereo not drawn)
43	O=c1[nH]cnc2scc(-c3cccs3)c12
44	COc1ccc(C(=O)n2nc(-c3ccc(Cl)cc3)nc2N)cc1OC
45	CCOC(=O)NCCc1ccc(OC)cc1
46	Nc1ncnc2oc(-c3ccco3)c(-c3ccco3)c12
assay / entry,41,42,43,44,45,46
tolC growth inh,-21.4,13.2,-14.1,1.9,-26.1,4.8
TNAP act DEA,1,0.9,0.9,0.9,1,1
NADH enzymes,4.0%,3.0%[fluoresces],2.0%,2.0%,5.0%,6.0%[fluoresces]
Autofluor 339,1.03,2.19*,1.13,1.1,1.09,2.4*
SF1 activator,0.9,30.1,-13.0,-32.6,-5.5,0.1
RORA act,11.6,7.8,0.0,-15.7,7.2,1.1
M1 antagonist,0.189,0.645,x,0.00851,0.729,0.0672
Ec RNAP inh,7.0,6.5,2.2,2.3,0.8,8.5
M1 agonist,0.124,-2.57,x,-0.48,0.32,-0.883

High-throughput results (PubChem)
